Screening data from PubChem.
Autophagy HCS: alters autophagy in cells. MEF GFP-LC3 puncta imaging; test concentration mostly 10 µM. calls only at 10 µM (by protocol). 190,000 compounds, 0.98% hits;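 active = percentage of spot-positive cells more than 3 SD above its plate mean, without a fluorescence outlier flag or 80% toxicity; inconclusive = no clear call, values can overlap the other calls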;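 also: spot-positive cell cutoff set from DMSO-treated cells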
Dynein transport: blocks dynein driven cargo transport along microtubules. 3617.4 mouse cells, GR-EGFP nuclear translocation imaging; test concentration mostly 20 µM; stimulated with dexamethasone, 1 µM; stronger effect = lower value. z-score, hits read low. 220,000 compounds, 0.47% hits;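 active = plate z-score of nuclear minus cytoplasmic receptor signal below a set negative limit, without overly bright fluorescence or cell loss, cut at about -3.5 in these data, passing the limit was not always enough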;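 also: z-score of nuclear minus cytoplasmic ring GR-EGFP intensity difference per well; some compounds called inactive have numbers as strong as hits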
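Medium: Induction medium lacking tetracycline, stripped serum | Probe or stimulus: 1.0 µM final dexamethasone stimulus | Schedule: 48 h induction, then 1 h compound, then 30 min agonist, 37 °C | Signal: Automated 10x imaging of fixed Hoechst-stained cells | Evaluation: Per-cell GR-EGFP intensity, nucleus versus surrounding cytoplasmic ring, well-averaged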
PhoP inhibition: inhibitors of PhoP regulon expression, primary screen, Salmonella Typhimurium, GFP reporter (AID 1863). inhibition, % at 50 µM; hits with a dose series show IC50 in µM. S. Typhimurium PhoP-regulated promoter GFP reporter, 4 h; higher % means a stronger effect. 300,000 compounds, 0.16% hits;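 active = inhibition over 29.93%, a cutoff 3 SD above the screen mean, later confirmed by dose response; inconclusive = inhibition over 29.93% but no dose response follow-up; inactive = inhibition at most 29.93% or unconfirmed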;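 also: 0% = low Mg2+ inducing control and 100% = high Mg2+ repressing control; strong numbers were not always called active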
MT stabilizer: microtubule stabilization, imaging screen | % tubulin-high responders, % at 10 µM | HeLa tubulin immunostaining HCS, 24 h; share of cells brighter than vehicle mean+2SD | 200,000 compounds, 0.83% hits;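 active = plate Z-score above 3 for both tubulin-high and condensed-nucleus cell shares, with cell loss under 80%, at 10 µM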;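 also: anti alpha tubulin signal scored within the nucleus-defined area of each cell; some results filed as inactive read as strong as hits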
Lipid droplet: hepatic lipid droplet formation modulation; AML12 mouse hepatocytes, oleate lipid droplets, BODIPY imaging; inhibition, % at 6.5 µM; 240,000 compounds, 0.4% hits; AID 1656;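 active = lipid droplet intensity inhibited by at least 50%, with more than 500 cells counted; inconclusive = wells with under 300 cells, treated as cytotoxic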
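Material – mouse AML12 hepatocyte cell line, fixed after treatment · Compound dosing – one dose, 6.5 µM compound · Times – compound with oleate, overnight · Measured by – Image-based BODIPY and DAPI two-channel analysis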
bCat nuc transl: modulators of beta-catenin nuclear translocation | nuclear translocation activity, % at 5 µM | AID 1665 | 190,000 compounds, 0.3% hits | HeLa beta-catenin nuclear translocation, immunofluorescence imaging;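 active = nuclear translocation activity above 50% at 5 µM, with a well cell count of 50 or more; inconclusive = wells under 50 cells across six images, flagged as toxic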;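 also: per-cell ratio of nuclear to cytoplasmic median beta-catenin stain intensity; plate controls were DMSO negative control for no effect and GSK-3 inhibitor IX positive control for full effect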
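test system = HeLa cells, endogenous beta-catenin | dosing = single 5 µM dose plus 0.02–20 µM confirmation series | times = compound treatment 24 h, 37°C, 5% CO2 | technique = beta-catenin immunofluorescence imaging with DAPI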
CSM14.1 death rescue: rescue of cells from ER stress-induced death, primary screen, 384-well, CSM14.1, thapsigargin, ATP luminescence (AID 1222). cellular ATP content (survival), % at 20 µM, or EC50 in µM where a hit was titrated. 190,000 tested, under 10 active. CSM14.1 thapsigargin-induced death rescue, ATP luminescence; higher % means a stronger effect;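 active = EC50 below 50 µM in the dose-response confirmation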;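 also: death triggered by thapsigargin at about 15 µM added after 2 h compound pretreatment; cell ATP read after overnight thapsigargin exposure of roughly 18 to 22 hours; normalized against plate controls of thapsigargin alone and 5% DMSO vehicle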
Ins promoter up: MIN6 insulin promoter up-regulation; MIN6 insulin promoter-GFP reporter, high-content imaging; stronger effect = higher value; z-score at 5 µM; 190,000 compounds, 0.3% hits;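 active = z-score above 3 at 5 µM with at least 500 cells counted in the well; inconclusive = wells under 500 cells, flagged as cytotoxic or low count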
T cell modulator: T cell immune modulation candidate; 2C CD8+ T cell-vesicle binding, flow cytometry; stronger effect = lower value; calls only at 7 µM; 330,000 compounds, 0.068% hits;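 active = response, share of CD8 T cells binding vesicles, and their 90th percentile fluorescence all below set limits, cut at about 80% in these data, passing the limit was not always enough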
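Assay system – 2C mouse CD8+ T cells · Also added – QL9-loaded Drosophila micro-vesicles · Timing – Cell–vesicle co-incubation 1.5 h at 37 °C, staining 20 min on ice · Signal – flow cytometry of vesicle-bound cells · Measure – percent CD8+ FL2 mean versus row control · Controls – Peptide-free naked vesicles (low) and QL9 vesicles with 0.7% DMSO vehicle (high)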
Dynein transport cytoplasmic EGFP: second read-out of Dynein transport, no call of its own (marks repeat the call); z-score; measured here: cytoplasmic GR-EGFP intensity; stronger effect = higher value
Dynein transport nuclear GR-EGFP: recorded beside Dynein transport, whose call it bears; z-score; measured here: nuclear GR-EGFP intensity;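 lower value marks the stronger effect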
Dynein transport cell count: second read-out of Dynein transport, no call of its own (marks repeat the call); z-score; measured here: cell count per field
Ins promoter up cell count: second read-out of Ins promoter up, no call of its own (marks repeat the call); cell count; measured here: cytotoxicity, nuclei count;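 total cells summed across four imaged fields per well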
Lipid droplet cells 6.5 µM: second read-out of Lipid droplet, no call of its own (marks repeat the call); cell count; measured here: cell count, cytotoxicity flag;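 cells counted across two imaged fields per well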
bCat nuc transl cell count 5 µM: second read-out of bCat nuc transl, no call of its own (marks repeat the call); cell count; measured here: cell count, cytotoxicity flag
T cell modulator vesicle-bound %: recorded beside T cell modulator, whose call it bears; double positive events, %; measured here: CD8+ vesicle-bound cell fraction;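 binding gate set so that unloaded-vesicle control wells show 10% double positive cells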
MT stabilizer Hoechst-high %: recorded beside MT stabilizer, whose call it bears; % Hoechst-high responders; measured here: nuclear condensation Hoechst responders;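 share of cells brighter than vehicle mean plus two SD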
MT stabilizer cytotoxicity %: further read-out of MT stabilizer, marked with its call; toxicity, %; measured here: cytotoxicity by cell density;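 0% = mean cell density of plate MIN control wells and 100% = no cells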
Autophagy HCS cell loss 18 h: further read-out of Autophagy HCS, marked with its call; toxicity, %; measured here: cell loss, nuclei count;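 cell loss after 18 h compound exposure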
The depositor's hits bear a star; i = inactive; ? = inconclusive; . = not tested or not shown; + = active, no number. Random draw from the library. Share with any hit: about 3%.

SMILES | Autophagy HCS | Autophagy HCS cell loss 18 h | Dynein transport | Dynein transport cytoplasmic EGFP | Dynein transport nuclear GR-EGFP | Dynein transport cell count | PhoP inhibition | MT stabilizer | MT stabilizer Hoechst-high % | MT stabilizer cytotoxicity % | Lipid droplet | Lipid droplet cells 6.5 µM | bCat nuc transl | bCat nuc transl cell count 5 µM | CSM14.1 death rescue | Ins promoter up | Ins promoter up cell count | T cell modulator | T cell modulator vesicle-bound %
C=CCN1C(=O)/C(=C\c2ccc(OC(=O)c3ccco3)c(OC)c2)SC1=S | i | -27 | -0.22 | 0.83 | 0.014 | 0.29 | 1% | 3.9 | 2.2 | 1.5 | -6 | 699 | . | . | 3.4% | . | . | i | 60
Cc1c(NS(=O)(=O)c2cccc(C(=O)NCc3ccccc3)c2)c(=O)n(-c2ccccc2)n1C | i | -12 | 0.64 | -0.26 | 0.43 | 0.33 | -16% | 1.5 | 1.0 | 8.5 | 17 | 771 | . | . | -1.6% | 0.37 | 995 | i | 23
O=C(CN1CCCC1)Nc1ccc(NC(=O)Nc2ccccc2)cc1 | i | -1 | -0.62 | -0.013 | -0.077 | 0.13 | 3% | 2.5 | 2.1 | 13 | 19 | 734 | . | . | -2.6% | -0.66 | 1240 | i | 38
Cc1cccc(NC(=O)C2c3ccccc3C(=O)N3CCc4ccccc4C23)n1 (stereo unspecified) | i | 10 | 3 | -0.088 | 1.9 | -2.2 | 1% | 3.7 | 2.3 | 0.8 | . | . | -3.7 | 1000 | 0.2% | -0.19 | 1516 | i | 31
N=c1c(C(=O)NCc2ccco2)cc2c(=O)n3ccccc3nc2n1CC1CCCO1 (stereo unspecified) | i | -3 | -1.1 | -0.28 | -0.48 | 0.98 | . | 3.1 | 2.4 | 2.6 | . | . | . | . | . | . | . | i | 43
NC(=O)C1CCN(c2nc(-c3ccccc3)nc3ccccc23)CC1 | i | -4 | -0.58 | -0.24 | -0.086 | 0.023 | 17% | 1.5 | 1.8 | 3.5 | 4 | 712 | . | . | -4.5% | -0.76 | 1348 | i | 4
COCCNC(=O)CS(=O)Cc1nc(-c2ccccc2C)oc1C (stereo unspecified) | i | 7 | -0.025 | -0.15 | 0.0039 | -0.12 | 13% | 4.1 | 3.2 | 7.7 | . | . | . | . | -0.7% | -0.04 | 917 | i | 43
O=C(O)CCCC(=O)Nc1ccc(C(=O)N2CCCCC2)cc1 | i | -1 | -1.3 | -0.21 | -0.54 | -0.086 | 9% | 3.7 | 2.1 | 7.5 | 2 | 758 | -5.5 | 1222 | 4.3% | 0.19 | 1174 | i | 37
NNC(=S)Nc1c(F)cc(F)cc1Br | . | . | 0.76 | -0.22 | 0.35 | -0.12 | -4% | . | . | . | -10 | 728 | 0.1 | 1238 | . | 0.13 | 1040 | i | 58
COc1ccc(C(=O)OCCCN(C)C)cc1OC | i | -9 | 0.2 | -0.29 | -0.32 | -0.13 | -9% | 3.4 | 3.1 | 6.9 | 3 | 686 | -3.9 | 544 | -1.2% | ? | . | i | 41
CNC(=O)c1cc(S(=O)(=O)N(C)C)ccc1Cl | i | -5 | -0.15 | -0.17 | 0.54 | -1.4 | 2% | 2.2 | 2.7 | 5.9 | -1 | 719 | -0.1 | 1046 | 2.5% | -0.12 | 1247 | i | 18
O=C(NCCc1cccc(F)c1)/C(=C/c1cccnc1)NC(=O)c1ccccc1 | i | 6 | -0.65 | 0.27 | 0.4 | -0.041 | 11% | 2.2 | 2.5 | 6.9 | -4 | 612 | -0.4 | 1083 | -1.9% | 1.6 | 1536 | i | 60
COC(=O)c1c(NC(=O)c2ccco2)sc(C)c1C | i | 3 | -0.55 | 0.57 | -0.28 | 0.21 | -2% | 3.9 | 3.8 | 9.3 | -3 | 706 | . | . | -0.8% | -0.11 | 1389 | i | 30
Cc1ccc(OC(C)C)c(CN(CCO)CCO)c1 | i | -5 | -0.6 | -0.16 | -0.2 | 0.77 | 13% | 2.2 | 1.1 | 6.1 | . | . | . | . | 1.8% | 0.23 | 860 | i | 56
COc1cc(C2C(C(=O)N3CCOCC3)=C(C)NC3=C2C(=O)CCC3)ccc1OC(C)=O (stereo unspecified) | i | 5 | 0.61 | -0.24 | 0.37 | -0.62 | -1% | 1.8 | 3.9 | 9.2 | -10 | 743 | 0.4 | 1072 | -1.4% | 0.18 | 1228 | i | 36
Cc1cc(SCC(=O)c2cccs2)nc2c(C)cccc12 | i | -29 | 1.7 | -0.21 | 1.1 | -0.44 | -7% | 3.2 | 1.6 | 6.5 | . | . | -2.6 | 1323 | 0.9% | -0.76 | 1414 | i | 19
Oc1cccc2cc3cccc(O)c3c(O)c12 | i | -1 | -0.32 | -0.23 | 0.28 | 0.46 | 5% | 4.5 | 4.6 | 7.7 | -5 | 686 | -1.2 | 1173 | 0.5% | -0.72 | 1292 | i | 26
CCOc1ccccc1CNC(=O)C1CCCN(c2nc3ccccc3o2)C1 (stereo unspecified) | i | -38 | -0.072 | -0.2 | -0.31 | 0.3 | -5% | 2.9 | 2.3 | 11 | . | . | -7.0 | 879 | -0.6% | 2.1 | 1302 | . | .
Cc1ccc2occ(/C=N/NC(N)=S)c(=O)c2c1 | i | -1 | 0.19 | -0.025 | 0.044 | -0.71 | 11% | 8.8 | 1.4 | 1.7 | 3 | 726 | -2.6 | 999 | -0.7% | 1.1 | 1509 | i | 12
O=C(NCc1ccco1)c1ccc2c(=O)n(-c3ccccc3)c(=O)n(Cc3cccc(F)c3)c2c1 | i | -11 | 3.7 | 0.059 | 3.3 | -2.2 | -6% | 4.6 | 3.1 | 18 | -2 | 716 | 3.4 | 443 | -4.4% | -0.05 | 1228 | i | 49
CCOC(=O)C1(CC2CC2)CCN(S(=O)(=O)/C=C/c2ccccc2)CC1 | i | -8 | 0.044 | -0.26 | 0.076 | -0.013 | -1% | 5.0 | 2.1 | 5.5 | -16 | 703 | -2.4 | 1052 | 4.4% | -0.44 | 1461 | i | 22
O=C(CCN1C(=O)c2cccc3cccc(c23)C1=O)Nc1ccccc1 | i | 0 | 0.7 | -0.29 | 0.5 | -0.12 | 3% | 2.2 | 1.1 | 4.2 | 5 | 774 | 0.8 | 1029 | 1.5% | 0.57 | 1133 | i | 62
O=[N+]([O-])c1ccccc1SNc1ccc(Br)cn1 | i | 37 | -0.67 | -0.32 | -0.041 | 0.65 | -1% | 2.9 | 2.0 | 3.6 | 15 | 696 | -1.9 | 1063 | -0.4% | -0.37 | 1552 | i | 51
CCOC(=O)c1[nH]c2ccc(C)cc2c1N=CN(CC)CC | i | 2 | -0.33 | -0.18 | -0.084 | 1.3 | 3% | 2.2 | 3.2 | 8.8 | . | . | -0.1 | 1201 | -1.9% | 0.18 | 1256 | i | 22
COc1ccc(-n2nnnc2SC(C)C(N)=O)cc1 (stereo unspecified) | i | 2 | -0.29 | -0.13 | 0.1 | 1.1 | -2% | 2.6 | 3.8 | 6.6 | . | . | 1.0 | 1138 | 0.4% | -0.99 | 1247 | i | 46
Cc1ccc(-n2ncc(C(=O)Nc3cc(Cl)ccc3Cl)c2C2CCNCC2)cc1 | + | 17* | -1.3 | -0.24 | -0.58 | 1.4 | -4% | 4.6 | 2.0 | 4.9 | 6 | 715 | -0.5 | 1102 | 14% | 0.1 | 1024 | i | 41
Cc1cc(N/C=C(\C#N)S(=O)(=O)c2ccccc2Cl)nc(C)n1 | . | . | -0.31 | -0.22 | -0.48 | 1.4 | -7% | . | . | . | 3 | 735 | -0.6 | 1275 | . | -0.08 | 1431 | i | 27
COc1ccc(S(=O)(=O)N2CCCC(C(=O)Nc3cccnc3)C2)cc1Cl (stereo unspecified) | i | 11 | -0.74 | -0.26 | -0.76 | -0.59 | -10% | 3.2 | 2.1 | 4.7 | -4 | 713 | 1.5 | 490 | -1.7% | . | . | i | 44

Exported with values under each structure: entries from further up.
Order of values: Autophagy HCS | Autophagy HCS cell loss 18 h | Dynein transport | Dynein transport cytoplasmic EGFP | Dynein transport nuclear GR-EGFP | Dynein transport cell count | PhoP inhibition | MT stabilizer | MT stabilizer Hoechst-high % | MT stabilizer cytotoxicity % | Lipid droplet | Lipid droplet cells 6.5 µM | bCat nuc transl | bCat nuc transl cell count 5 µM | CSM14.1 death rescue | Ins promoter up | Ins promoter up cell count | T cell modulator | T cell modulator vesicle-bound %
N=c1c(C(=O)NCc2ccco2)cc2c(=O)n3ccccc3nc2n1CC1CCCO1 (stereo unspecified)
→ i | -3 | -1.1 | -0.28 | -0.48 | 0.98 | . | 3.1 | 2.4 | 2.6 | . | . | . | . | . | . | . | i | 43
NC(=O)C1CCN(c2nc(-c3ccccc3)nc3ccccc23)CC1
→ i | -4 | -0.58 | -0.24 | -0.086 | 0.023 | 17% | 1.5 | 1.8 | 3.5 | 4 | 712 | . | . | -4.5% | -0.76 | 1348 | i | 4
